# SMARCA2 activ: activators of SMARCA2 function; MG213 cells, MMTV-luciferase reporter, dexamethasone, overnight; activation, % at 9.1 µM; 370,000 tested, 1% active; in the data active = activation above about 7.8%;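 also: 0% = vehicle wells and 100% = reference activator wells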
# PG9 binder: small molecules binding HIV-1 gp120 antibody PG9. TR-FRET gp120-PG9 antibody binding. inhibition, % at 6.7 µM. 360,000 tested, 0.43% active. AID 624416; in the data active = inhibition above about 8.5%
# NPR1 activator: GC-A (human) enzyme activation. HEK293 GC-A cells, cGMP TR-FRET, EC30 ANP; 0% at EC30 ANP, 100% saturating ANP. activation, % at 10 µM. 370,000 tested, 0.14% active; in the data active = activation above about 40%
# Target sequence (P16066 whole entry, looked up): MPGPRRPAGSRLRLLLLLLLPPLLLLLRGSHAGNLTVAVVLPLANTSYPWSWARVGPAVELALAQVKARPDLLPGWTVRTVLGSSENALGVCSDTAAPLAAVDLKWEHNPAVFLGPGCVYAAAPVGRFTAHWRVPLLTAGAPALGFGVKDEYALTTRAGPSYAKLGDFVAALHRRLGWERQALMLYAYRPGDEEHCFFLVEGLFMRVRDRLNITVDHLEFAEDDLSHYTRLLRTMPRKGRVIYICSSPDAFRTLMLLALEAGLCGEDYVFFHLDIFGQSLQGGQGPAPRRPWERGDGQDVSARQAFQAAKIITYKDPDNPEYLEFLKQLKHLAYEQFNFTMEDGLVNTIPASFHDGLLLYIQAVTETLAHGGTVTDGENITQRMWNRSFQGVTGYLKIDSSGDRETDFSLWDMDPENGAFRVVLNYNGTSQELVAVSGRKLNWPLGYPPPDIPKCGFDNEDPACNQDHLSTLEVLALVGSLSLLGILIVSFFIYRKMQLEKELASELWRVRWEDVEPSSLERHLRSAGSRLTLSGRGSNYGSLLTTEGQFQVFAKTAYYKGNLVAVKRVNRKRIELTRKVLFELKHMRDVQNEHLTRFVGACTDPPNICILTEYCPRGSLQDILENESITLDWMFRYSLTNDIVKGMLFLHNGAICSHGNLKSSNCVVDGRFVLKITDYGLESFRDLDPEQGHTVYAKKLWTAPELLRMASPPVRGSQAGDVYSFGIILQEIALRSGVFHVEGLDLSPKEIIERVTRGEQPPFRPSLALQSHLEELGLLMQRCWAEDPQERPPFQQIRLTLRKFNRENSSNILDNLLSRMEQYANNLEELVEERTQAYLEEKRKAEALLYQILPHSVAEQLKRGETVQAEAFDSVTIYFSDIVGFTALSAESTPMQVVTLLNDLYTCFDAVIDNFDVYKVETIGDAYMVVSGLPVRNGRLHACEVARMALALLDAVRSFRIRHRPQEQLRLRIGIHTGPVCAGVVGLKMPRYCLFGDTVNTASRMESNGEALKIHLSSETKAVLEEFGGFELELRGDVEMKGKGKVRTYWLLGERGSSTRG
# ADAM10 inh: ADAM10 inhibition, QFRET primary screen | inhibition, % at 7 µM | recombinant ADAM10, EDANS/DABCYL FRET peptide cleavage, 3 h | O14672 | 370,000 tested, 0.62% active;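 active = inhibition above a per-campaign cutoff equal to the mean of compounds falling between control-based bounds plus 3 SD, cut at about 20% in these data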;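 also: 0% = DMSO wells while the 100% control is not disclosed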
# ADAM17 inh: inhibitors of human ADAM17; recombinant ADAM17, EDANS/DABCYL FRET peptide cleavage; inhibition, % at 6.95 µM; 370,000 tested, 0.83% active; AID 720648;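 active = inhibition above the mean of compounds lying between control limits plus 3 SD, set per campaign, cut at about 8.5% in these data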;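 also: 0% = DMSO-only wells as the low control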
# DAX1 inh-1: inhibitors of DAX1 repression of SF-1 activated StAR promoter. 370,000 tested, 1.1% active. HEK293T StAR-luciferase reporter, SF-1/DAX-1 repression relief. inhibition, % at 6.8 µM. AID 652010;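 active = inhibition above the mean over all tested compounds plus 3 SD, cut at about 3.6% in these data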;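 also: 0% = DAX-1 cells with DMSO and 100% = cells lacking DAX-1 with DMSO; higher inhibition means more luminescence from relief of DAX-1 repression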
# hgDAF12 agonist: hgDAF-12 agonism, primary luciferase screen; HEK293 GAL4-hgDAF12 UAS-luciferase reporter, agonist luminescence; normalized to butyrate control; activation, % at 6.8 µM; 370,000 tested, 1.8% active;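 active = activation above a cutoff set at the mean of all screened compounds plus 3 SD, cut at about 10% in these data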;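 also: 0% = DMSO wells and 100% = sodium butyrate wells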
# DAX1 inh-2: inhibits human nuclear receptor DAX1 | 340,000 tested, 0.99% active | P51843 | inhibition, % at 6.75 µM | AID 504766 | HEK293 Gal4-DAX1 luciferase reporter, luminescence;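 active = inhibition above the mean over all tested compounds plus 3 SD, cut at about 4.2% in these data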;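 also: 0% = DAX1-transfected cells with DMSO and 100% = empty-vector control cells with DMSO; inhibition shows as a rise in luminescence from relieved DAX1 repression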
# GAA850 FXN act: frataxin GAA850 promoter activation; 360,000 tested, 0.56% active; HEK293 lucGAA850 FXN promoter luciferase reporter, 24 h; percent of 10 µM SAHA response; AID 540364; activation, % at 6 µM;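 active = activation above the average of all compounds screened plus 3 SD, cutoff fixed separately per campaign, cut at about 7.5% in these data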;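 also: 0% = DMSO wells and 100% = 10 µM SAHA wells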
# ssDAF-12 act: activators of S. stercoralis DAF-12 nuclear receptor | HEK293 ssDAF-12/GRIP1 lit1-tk-luc reporter, luminescence; % of 3 µM dafachronic acid response | activation, % at 6.8 µM | 370,000 tested, 1% active | AID 652126;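 active = activation above the mean over all tested compounds plus 3 SD, cut at about 0.9% in these data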;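 also: 0% = DMSO-only wells and 100% = 3 µM delta7-dafachronic acid wells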
# hcDAF12 agonist: H. contortus DAF-12 activation, primary screen | activation, % at 6.8 µM | HEK293 hcDAF-12 lit1-tk-luc reporter, luminescence; 0% DMSO, 100% Δ7-dafachronic acid | 370,000 tested, 1.4% active;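 active = activation above the mean of all tested compounds plus 3 SD, cut at about 5.5% in these data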;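 also: 100% = response to 3 µM Δ7-dafachronic acid high control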
# * marks the source's active call; other numbers are inactive results; x = not tested or not shown.
SMILES,SMARCA2 activ,PG9 binder,NPR1 activator,ADAM10 inh,ADAM17 inh,DAX1 inh-1,hgDAF12 agonist,DAX1 inh-2,GAA850 FXN act,ssDAF-12 act,hcDAF12 agonist
CC1(C)Cc2nc3oc4c(SCC(N)=O)ncnc4c3cc2CO1,-2,-3.6,2,-2,-2,0.2,1.6,x,3.2,-1.3,-0.2
O=C1CCCN1c1nccs1,-3,-0.8,2,10,3,0.6,-1.1,0.2,0.5,-0.2,-0.5
Cc1cc(C(=O)NCc2cccs2)n(-c2ccccc2)n1,1,1.3,1,0,-1,0.1,-2.6,1.0,2.9,-0.7,-2.7
CN(C)CCCNCCCNC(=O)/C(=N\O)c1ccccc1,2,-2.0,1,-7,-4,0.3,-0.2,-0.2,-0.8,-1.3,-0.2
COc1cc(OC)cc(C(=O)Nn2cc(C(=O)N3CCN(C)CC3)c3ccccc3c2=O)c1,-2,0.1,5,-12,-2,-0.5,-1.8,-0.6,-1.1,-0.5,-1.3
O=C(C[C@@H]1C/C=C\CC[C@H](Cc2ccc(F)cc2)C(=O)OC[C@@H](Cc2ccccc2)NC1=O)NCCO,-4,-1.2,3,-4,-6,0.3,0.5,1.0,-0.3,-1.2,0.0
COc1ccc(CN2C(=O)C(CC(=O)NCCN3CCOCC3)CC(C(=O)N(C)C)=C2C)cc1 (stereo not given),-2,-0.5,2,2,2,-0.2,-5.2,1.7,0.3,-0.1,-0.7
O=C(Nc1nc2ccccc2s1)c1cc(-c2ccco2)nc2ccccc12,-4,1.9,6,-335,-105,-0.1,2.3,0.5,1.6,-1.0,0.4
CCC(CC)C(=O)N1c2ccc(F)cc2CCC1C (stereo not given),-1,1.1,-2,-3,-3,-0.1,-0.1,0.1,3.6,-0.6,1.7
CN1C=CC(C(C(N)=O)c2ccccc2)c2ccccc21 (stereo not given),-4,0.8,-1,-17,-2,-2.3,1.2,1.0,0.1,-1.2,0.7
O=C(Nc1ccccc1C(=O)N1CCCC1)C1COc2ccccc2O1 (stereo not given),3,-0.5,1,2,-3,-0.2,1.3,0.8,1.8,-1.3,-0.1
COc1ccc(OCCCC(=O)NC(C)c2ccccc2)cc1 (stereo not given),4,-2.3,0,11,5,0.1,-1.2,-1.5,1.0,-1.1,-1.7
Cc1cc(-c2nnc(SCC(=O)Nc3ccc(C)c(C)c3)n2N)n[nH]1,-1,-2.9,3,-5,2,0.6,2.7,0.6,0.1,-0.3,-0.2
Cc1nc2nc(C)c(CCC(=O)N3CCN(c4ccccn4)CC3)c(C)n2n1,4,-2.3,-2,-9,-6,-0.3,-0.6,0.2,-2.3,-1.7,0.0
COc1ccc(-c2cnnc(N/N=C/c3c(C)nn(-c4ccccc4)c3Cl)n2)cc1,1,-0.2,-2,4,1,-0.1,3.4,-1.5,1.5,-0.4,-2.4
COc1ccc(C2=NOC(C(=O)N3CCN(c4ccccc4OC)CC3)C2)cc1 (stereo not given),-3,0.8,2,-8,-1,-0.6,1.0,1.4,-0.5,-1.2,-1.4
Cc1ccc(S(=O)(=O)N2CCC(C(=O)OCC(=O)N3CC(=O)Nc4ccccc43)CC2)cc1,-2,-1.3,-10,3,-1,0.6,0.7,0.3,-3.3,-0.8,-1.4
O=C(C[C@@H]1C/C=C\CC[C@@H](Cc2ccc(F)cc2)C(=O)OC[C@@H](Cc2ccccc2)NC1=O)NCCO,0,0.4,2,3,-1,-0.7,-0.9,-1.1,1.0,-1.1,-1.0
CCOc1ccc2c(c1)c1nc3ccccc3nc1n2C,6,-6.2,5,-7,1,-0.2,3.7,0.4,7.7*,0.0,5.3
CCC(C)NC(=O)c1nc2c(nnn2Cc2ccccc2Cl)c(=O)[nH]1 (stereo not given),-1,-0.7,-3,3,3,2.7,2.0,0.6,-0.4,-1.5,-2.3

# The closing 2 entries of the section before are carried over, then new ones follow:
SMILES,SMARCA2 activ,PG9 binder,NPR1 activator,ADAM10 inh,ADAM17 inh,DAX1 inh-1,hgDAF12 agonist,DAX1 inh-2,GAA850 FXN act,ssDAF-12 act,hcDAF12 agonist
CCOc1ccc2c(c1)c1nc3ccccc3nc1n2C,6,-6.2,5,-7,1,-0.2,3.7,0.4,7.7*,0.0,5.3
CCC(C)NC(=O)c1nc2c(nnn2Cc2ccccc2Cl)c(=O)[nH]1 (stereo not given),-1,-0.7,-3,3,3,2.7,2.0,0.6,-0.4,-1.5,-2.3
CCCNC(=O)c1c[nH]c2ccc(S(=O)(=O)N(C)c3ccc(OCC)cc3)cc2c1=O,-2,1.7,3,2,1,-0.5,-0.7,x,x,-1.3,-0.8
CSc1ccccc1-c1n[nH]c(=S)o1,-2,35*,19,-17,-11,0.1,-0.1,-1.0,0.9,-0.4,-1.4
CCCN(CCC)CCCNC(=O)CC1Nc2ccccc2NC1=O (stereo not given),0,-1.3,7,-119,-36,0.4,-0.3,-0.2,0.2,-0.4,-0.9
CCOc1ccc(N=Nc2c(=O)[nH]n3c(=O)cc(C)[nH]c23)cc1,5,-15,-15,13,10*,1.3,6.9,0.6,2.2,-0.2,0.3
CC(C)(C)c1nc2c(Br)cc(Br)cc2c(=O)o1,-3,-1.1,4,-4,-3,-0.1,-0.8,-1.8,1.2,-1.6,0.8
CCOC(=O)c1sc2nc(C)nc(Nc3ccc(OC)c(OC)c3)c2c1C,1,-1.8,12,-1,-3,0.0,1.5,x,0.7,-0.9,-0.2
CC(C)CC(=O)Nc1nnn(C)n1,0,-0.1,5,-10,-2,0.5,0.1,-0.4,-0.7,-1.7,-1.1
COc1cc(OC)c(NS(=O)(=O)c2cc3[nH]c(=O)c(=O)[nH]c3cc2C)cc1Cl,2,-1.4,1,0,-2,-1.5,-0.9,-0.7,0.9,-1.3,-1.8
COc1ccccc1N/C(N)=N/c1nc(CSc2ccc(C)cc2)cc(=O)[nH]1,-4,1.1,-6,6,-2,0.7,-2.6,-1.4,0.5,-0.8,-1.5
O=c1[nH]c(=S)[nH]c2sc3c(c12)CCCCCC3,2,1.0,-3,2,2,0.3,-2.5,-1.4,-0.2,-1.2,0.4
CCOC(=O)C1CCC(CN(Cc2ccccc2C)S(=O)(=O)c2ccc([N+](=O)[O-])cc2)CC1 (stereo not given),-2,2.5,-4,6,0,-0.3,-3.5,-0.3,1.6,-0.2,-0.9
COc1cccc(S(=O)(=O)NCc2ccc(C(=O)N3CCN(C)CC3)cc2)c1,-1,-1.9,2,0,-4,-0.2,4.3,0.1,-0.2,-0.6,-1.7
CCc1cccc2c(C#N)cn(CC(=O)NCCOC)c12,1,1.0,8,-6,-5,-0.5,-2.3,0.2,-2.9,-1.0,-3.3
Cc1ccc(C(=O)Nc2nc(=O)n(C(=O)c3ccccc3Cl)s2)cc1,5,-0.5,2,-3,2,1.9,1.6,1.6,1.0,-0.8,3.0
CC(C)CC(=O)N(c1ccc(F)cc1)C1C=CS(=O)(=O)C1 (stereo not given),3,-1.8,2,-1,-2,0.6,-0.7,-0.2,-0.7,-1.8,0.7
Cn1nnc2cc(C(=O)NCCC3=CCCCC3)ccc21,5,1.4,0,2,0,3.4,10,1.0,-0.8,0.1,3.3
CCC(=O)Nc1ccccc1Sc1ncnc2scc(-c3ccccc3)c12,-1,-1.1,-6,0,2,0.2,-1.4,0.6,4.2,-1.4,-1.4
CC(=O)NC1=NN(C(C)=O)C(c2cccs2)S1 (stereo not given),0,-0.6,3,0,-3,0.2,0.1,0.1,-0.7,-0.9,-1.4
CCCCCCCCN1C(=O)[C@H](CC(=O)NCCCN2CCCC2=O)C[C@@]2(C(=O)OC)CC(C)(C)CC=C12,0,-1.9,2,0,3,0.5,1.6,x,x,-0.9,-1.4
O=C(Nc1ccccn1)c1ccccc1,-1,-1.4,2,-6,-3,3.9*,8.1,2.1,2.3,-0.7,1.4
CCOc1ccc(CNC(=O)C2CCCN(S(=O)(=O)N3CC(C)CC(C)C3)C2)cc1OC (stereo not given),-1,1.0,2,-9,-6,-1.1,3.0,-0.6,0.7,-1.3,-2.4
Cc1ccc(CSCC(=O)N2CCN(Cc3ccc4c(c3)OCO4)CC2)cc1,-4,-1.6,-4,0,0,-1.1,-0.9,0.0,4.7,-0.8,-0.6
CN1CCN(c2nc(-c3ccccc3)ncc2S(=O)(=O)c2ccccc2)CC1,2,0.6,-4,1,0,0.6,1.2,-0.4,1.6,-0.7,-0.7
CCOc1cc(CCNC(=O)c2cc3ccsc3n2C)ccc1OC,1,x,6,5,4,-1.0,0.3,x,x,-1.7,-0.3
O=C(CN1C(=O)C2CC=CCC2C1=O)OCC(=O)c1ccc(Cl)c([N+](=O)[O-])c1 (stereo not given),-1,0.2,4,0,1,-0.3,2.4,-0.4,1.9,0.0,4.1
Cc1ccc(S(=O)(=O)Nc2ccccc2C(=O)OC(C)C(=O)Nc2ccc3ccccc3c2)cc1[N+](=O)[O-] (stereo not given),-4,2.1,3,9,9,-0.2,-4.2,1.3,-0.8,-1.0,-3.2
O=C(Nc1ccc2c(c1)OCCO2)C(CCc1ccccc1)N1CCC(Cc2ccccc2)CC1 (stereo not given),3,-1.6,-1,2,2,1.7,8.2,x,x,-0.7,0.7
O=[N+]([O-])c1ccc(Nc2nc(Cl)nc(NCCO)n2)cc1,-5,0.2,16,5,0,1.6,1.8,-1.0,1.2,0.6,6.8*
COc1cc(/C=N/NC(=O)c2cc(C3CC3)[nH]n2)ccc1O,-5,-0.3,-5,-7,-4,-0.8,-3.0,3.6,0.3,-0.9,-0.1
O=C(Cc1ccccc1)N1CCN(S(=O)(=O)c2cccc([N+](=O)[O-])c2)CC1,-1,-0.7,x,-3,-7,-0.2,0.8,0.3,2.5,-1.1,-0.9
Cc1ccc(S(=O)(=O)NC2=NCN(CCc3ccccc3)CN2)cc1,0,-1.4,-2,-7,-6,-0.1,-0.8,0.0,-0.6,-0.6,0.4
O=c1c2ccccc2nc2n1C(CBr)CS2 (stereo not given),1,-0.5,5,-3,2,-0.6,-0.8,0.4,2.1,-1.7,-0.5
Cc1cc(NC(=O)CN2C(=O)NC3(CCCCCC3)C2=O)no1,0,1.3,3,-2,-6,-0.3,-3.4,1.7,0.3,-1.5,-0.6
CCCC(=O)Nc1nnc(CC(=O)N2CCCC2)s1,7,0.7,-3,12,-3,-0.9,2.2,1.5,0.6,-0.7,-0.8
CC(C)NC(=O)N[C@H]1C[C@@H]2O[C@@H](CO)CC[C@@H]2O[C@@H]1CCc1ccc(-c2ccc(F)cc2)cc1,0,x,5,5,3,0.6,-0.6,x,x,-1.3,-2.2
Cc1cccc2c(=O)cc(C)n(CC(=O)N3CCCCC3)c12,3,-0.3,0,-2,-2,-0.1,-1.4,0.8,-1.1,-1.2,-0.6
O=C(CN1C(=O)C2C3CC(C(Br)C3Br)C2C1=O)OCC(=O)c1cccc([N+](=O)[O-])c1 (stereo not given),-1,-0.5,0,-3,-2,-0.2,0.3,-0.4,-0.2,-0.6,-1.1
Cc1ccccc1N1CCN(Cc2ccc(Br)o2)CC1,-1,0.4,5,-3,-3,0.1,-1.3,-0.7,0.3,-1.8,1.9
Nc1ccccc1C(=O)NCC1(c2ccccc2)CCCC1,-2,-1.0,-5,-243,-100,-0.5,-1.2,-1.9,1.8,-0.9,-2.0

# High-throughput results from PubChem.
